SW480 rerep = DNA re-replication induction in SW480 cells; SW480 DNA re-replication, Hoechst DNA content imaging, 48 h; 340,000 tested, 1.8% active; Potency, µM (top dose mostly 46.1 µM), for the others: at the highest dose re-replication activation, hits mostly activators; AID 624297; further: potency means the concentration at half of the fitted maximal effect; % of control where 0% means no effect; nearly all actives have a fitted effect of over 55% in size
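Readout is total intensity of Hoechst-stained nuclei, excited at 405 nm and collected at 500-530 nm. Compound treatment lasted 48 hr at 37 C in 5% CO2 before staining.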
MCF10A rereplic = inducers of DNA re-replication in MCF 10A breast cells; 350,000 tested, 2.9% active; MCF 10A DNA re-replication, Hoechst nuclear intensity, 48 h; Potency, µM (titrated, usually from 46.1 µM), inactives show at the top dose activity, positive = re-replication, hits mostly activators; further: potency means the concentration at half of the fitted maximal effect; % of control where 0% means no effect; nearly all actives have a fitted effect of over 50% in size
KB-V1 cytotox = KB-V1 MDR subline cytotoxicity. KB-V1 MDR cells viability, CellTiter-Glo, 72 h. Potency, µM (doses to about 46.1 µM), for inactives: at the top dose activity change, negative = cytotoxicity, usual class: cytotoxic. 400,000 tested, 3.4% active. AID 1347076; further: potency means the concentration at half of the fitted maximal effect; on the % scale 0 is the no-effect control and ±100 the full control effect; nearly all actives have a fitted effect of over 60% in size
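KB-V1 cells (P-gp-expressing MDR subline of KB-3-1) in phenol-red-free DMEM with 10% FBS were exposed to library compounds over a concentration series for 72 h at 37 degrees C. Viability read by CellTiter-Glo luminescence; concentration-effect curves fitted after normalization.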
DRD3 agonist = D3 dopamine receptor (human) agonism; P35462; D3R DiscoveRx beta-arrestin cells, luminescence, 90 min; max activation, %; 410,000 tested, 0.58% active; AID 652048; in the data active means max activation above about 30%; further: 0% is about no effect; mostly tested at two doses, the higher about 12 µM
Target sequence (P35462 whole entry, looked up): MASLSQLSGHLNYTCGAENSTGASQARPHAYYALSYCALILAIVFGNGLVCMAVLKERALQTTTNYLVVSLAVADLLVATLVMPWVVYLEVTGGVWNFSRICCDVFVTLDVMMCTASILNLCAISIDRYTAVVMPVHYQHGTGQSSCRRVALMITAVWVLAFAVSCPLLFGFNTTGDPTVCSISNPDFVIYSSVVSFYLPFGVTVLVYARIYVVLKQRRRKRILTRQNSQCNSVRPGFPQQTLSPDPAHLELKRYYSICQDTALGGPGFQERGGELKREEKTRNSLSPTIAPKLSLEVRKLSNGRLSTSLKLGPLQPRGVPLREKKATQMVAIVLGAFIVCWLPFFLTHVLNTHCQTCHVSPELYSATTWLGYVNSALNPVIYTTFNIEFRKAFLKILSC
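Agonist-mode cell screen: cells plated at 1500/well and incubated overnight at 37 °C, then exposed to library compounds for 90 min at 37 °C. Detection reagent was added for 30–60 min at room temperature, and luminescence was read.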
HEK293 tox = cytotoxic in the GLP-1 receptor inverse agonist counter-screen | 410,000 tested, 0.13% active | Potency, µM (titrated, usually from 38.3 µM), without a hit: top-dose activity change, negative = inhibition, most hits filed as inhibitors | HEK293 cAMP-luciferase reporter cells, luminescence, 24 h | AID 624418;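 further: loss of luciferase light is scored as toxicity; potency means the concentration at half of the fitted maximal effect; on the % scale 0 is the no-effect control and ±100 the full control effect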
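1536-well qHTS counterscreen of the MLSMR; 200 cells/uL, 12 h pre-incubation, 23 nL cpd, 24 h at 37 deg C 5% CO2, luciferase detection reagent, 12 min RT, luminescence. Inhibition = undesired.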
HT1080 IDH1KD tx = HT-1080 IDH1 knockdown cell toxicity (counter line). HT-1080 IDH1 knockdown viability, ATP luminescence, 48 h. Potency, µM (doses to about 46.1 µM), inactives show at the top dose activity, negative = toxicity, most hits filed as cytotoxic. 360,000 tested, 2% active;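 further: potency means the concentration at half of the fitted maximal effect; 0% = DMSO wells and -100% = cell-free medium wells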
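% activity derives from luminescence (CellTiter-Glo), normalised to DMSO and no-cell wells. HT-1080-IDH1KD cells, 750/well, had 48 h compound exposure at 37 °C.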
HT1080NT lethal = kills 2HG-producing HT-1080-NT fibrosarcoma cells | HT-1080-NT fibrosarcoma viability, CellTiter-Glo ATP luminescence, 48 h | Potency, µM (top dose mostly 46.1 µM), inactives show at the top dose activity, negative = less viability, hits mostly cytotoxic | 360,000 tested, 1.6% active | AID 686970;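 further: NT is the 2HG producing partner of a matched IDH1 knockdown line; potency means the concentration at half of the fitted maximal effect; 0% = DMSO-treated cells and -100% = media-only wells without cells; nearly all actives have a fitted effect of over 55% in size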
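Toxicity toward the 2HG-producing NT line was scored as %Activity, normalised to DMSO and no-cell wells, from CellTiter-Glo luminescence after 48 hours' treatment.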
IL1B secr inh = inflammasome signaling inhibition, IL-1 beta readout; THP-1 LPS/ATP IL-1B secretion, AlphaLISA, 16 h; hits give low values; activity change, % at 57.5 µM; 360,000 tested, 4.7% active; AID 743279; in the data active means activity change below about -50%; inconclusive means mostly about -30% to -49%; further: on the % scale 0 is the no-effect control and ±100 the full control effect
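THP-1 cells pretreated 1 hr with compounds (up to 57.5 uM final), then stimulated with LPS (250 ng/mL final) plus ATP (1.25 mM final); secreted IL-1B measured by AlphaLISA after 16 hr, decreased signal indicating inhibition.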
KB-3-1 cytotox = kills parental KB-3-1 adenocarcinoma cells. AID 1347075. Potency, µM (doses to about 46.1 µM), inactives show at the highest dose activity change, negative = cytotoxic, usual class: cytotoxic. KB-3-1 viability, CellTiter-Glo ATP luminescence, 72 h. 400,000 tested, 1.4% active; further: potency means the concentration at half of the fitted maximal effect; on the % scale 0 is the no-effect control and ±100 the full control effect; nearly all actives have a fitted effect of over 60% in size
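Cytotoxicity in the drug-sensitive parental line KB-3-1 was scored as loss of CellTiter-Glo luminescence following 72 h incubation with compound. Values come from curve fitting of normalized concentration-response data.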
Numbers without * were called inactive; ? = inconclusive; nt = not tested or not shown; & = joins results of further samples; [ ] = remark or other dose. Unless noted, the call rests on the fitted dose curve; in most records, active means well fitted curve in the direction sought with a large enough effect; inconclusive means small, poorly fitted or top-dose-only effect, or another doubt; inactive means no such curve, though single readings can be large; an effect the other way counts as inactive or inconclusive.

SMILES	SW480 rerep	MCF10A rereplic	KB-V1 cytotox	DRD3 agonist	HEK293 tox	HT1080 IDH1KD tx	HT1080NT lethal	IL1B secr inh	KB-3-1 cytotox
Clc1ccc(CSc2nncn2-c2ccc3c(c2)OCCO3)cc1	20.6µM*	9.2µM*	?	-10.5	-21.3%	5.17µM*	16.4µM*	nt	13µM*
Cc1cc(C)c(C#N)c(SC2CCCCC2=O)n1 (stereo not drawn)	0.8%	14.4%	11.1%	1.6	3.1%	16.8%[9.24 µM]	8.0%	36.8	10.0%
Cc1c(NC(=O)Cc2ccc(Cl)cc2)cccc1-c1nc2cccnc2s1	nt	nt	8.1%	-16.6	-0.5%	nt	nt	nt	-20.5%
CCCCN(CC)C(=O)c1ccc(-c2ccccc2)cc1	0.6%	5.7%	-0.9%	-0.6	-14.4%	-3.4%	6.6%	-10.0	9.9%
C/C=C(\C)C(=O)NCCN1C2=NC[C@H](Cc3ccccc3)N2C[C@H]1Cc1ccc(O)cc1	5.8%	1.3%	6.9%	-13.7	23.4%	5.5%	8.8%	-17.7	3.9%
CCOc1cc(C(=O)N2CC(=O)Nc3ccc(F)cc3C2c2ccccc2)cc(OCC)c1OCC (stereo not drawn)	nt	nt	15.6%	-7.8	8.9%	nt	nt	nt	-2.7%
CCCCC(=O)Nc1c(C(=O)N2CCN(c3ccccc3)CC2)oc2ccccc12	nt	nt	-22.4%	-5.9	0.6%	nt	nt	nt	-22.7%
N=c1oc2ccc(Cl)cc2cc1C(=O)NC1CCCCCC1	-12.6%	?	6.5%	-1.8	4.2%	29.2%	?	nt	-1.0%
CC(C)(C)OC(=O)NCc1ccc(NC(=O)c2nc[nH]c2C(=O)N[C@@H](Cc2ccccc2)C(=O)OC(C)(C)C)cc1	-1.8%	?	-25.0%	12.8	-1.8%	-28.7%	-22.9%	?	?
O=c1oc(Nc2ccccc2Cl)nc2ccccc12	5.1%	-0.4%	0.0%	-18.6	-6.3%	-22.5%	-25.8%	26.6	-2.7%
COc1ccc(OC)c(NC(=S)N2CCc3ccccc3C2)c1	11.3%	-2.5%	-0.2%	-14.8	-0.6%	-1.0%	-1.1%	24.4	-0.1%
Cc1oc(C(C)(C)C)cc1C(=O)Nc1ccc2c(c1)OCCO2	-14.1%	6.1%	20.6µM*	-0.4	1.0%	-17.0%	-9.4%	?	-9.0%

Record cards (already shown). Values in the order: SW480 rerep, MCF10A rereplic, KB-V1 cytotox, DRD3 agonist, HEK293 tox, HT1080 IDH1KD tx, HT1080NT lethal, IL1B secr inh, KB-3-1 cytotox
Cc1cc(C)c(C#N)c(SC2CCCCC2=O)n1 (stereo not drawn) is listed with 0.8%, 14.4%, 11.1%, 1.6, 3.1%, 16.8%[9.24 µM], 8.0%, 36.8, 10.0%
N=c1oc2ccc(Cl)cc2cc1C(=O)NC1CCCCCC1 is listed with -12.6%, ?, 6.5%, -1.8, 4.2%, 29.2%, ?, nt, -1.0%
CCCCC(=O)Nc1c(C(=O)N2CCN(c3ccccc3)CC2)oc2ccccc12 is listed with nt, nt, -22.4%, -5.9, 0.6%, nt, nt, nt, -22.7%
Cc1c(NC(=O)Cc2ccc(Cl)cc2)cccc1-c1nc2cccnc2s1 is listed with nt, nt, 8.1%, -16.6, -0.5%, nt, nt, nt, -20.5%
O=c1oc(Nc2ccccc2Cl)nc2ccccc12 is listed with 5.1%, -0.4%, 0.0%, -18.6, -6.3%, -22.5%, -25.8%, 26.6, -2.7%

(listing goes on)
SMILES	SW480 rerep	MCF10A rereplic	KB-V1 cytotox	DRD3 agonist	HEK293 tox	HT1080 IDH1KD tx	HT1080NT lethal	IL1B secr inh	KB-3-1 cytotox
COc1ccc(CNC(=O)CN2CCSc3ccccc32)c(OC)c1	nt	nt	?	4.8	-11.1%	nt	nt	nt	-12.7%
Cc1cc(NC(=O)/C=C/c2ccccc2Cl)n(-c2nc3ccccc3[nH]2)n1	?	16.4µM*	?	13.0	14.7%	-26.0%	?	-6.4	?
CCOc1ccc(S(=O)(=O)Nc2cccc(-c3ccc(N4CCC(C)CC4)nn3)c2)cc1	nt	nt	0.0%	4.1	-7.7%	nt	nt	nt	0.5%
CCOc1ccc(N2CC(C(=O)N3CCCc4ccccc43)CC2=O)cc1 (stereo not drawn)	-4.6%	21.3%	11.4%	6.4	-0.7%	5.1%	1.2%	16.1	3.2%
O=C(Nc1cnn(Cc2c(Cl)cccc2Cl)c1)C(c1ccccc1)c1ccccc1	19.6%	11.6%	5.1%	4.1	-19.9%	-13.6%	-11.9%	-20.2	-5.6%
O=C(Nc1cccc(Cl)c1)N(CCCN1CCOCC1)Cc1ccccc1F	0.2%	-0.9%	-6.7%	-49.8	-8.6%	-18.6%	2.5%	-17.6	-0.2%
Cc1ccc(C2=NS(=O)(=O)N(C)C(C(=O)NC3CCCCC3)=C2)cc1	-2.5%	1.4%	3.6%	1.9	-8.0%	-1.3%	1.0%	4.8	6.1%
Cn1c(N)c(C(=O)COC(=O)c2ccco2)c(=O)n(C)c1=O	-0.9%	-4.2%	18.1%	-0.5	-5.6%	0.1%	11.6%	16.8	1.6%
O=C(c1cnc(N2CCCCC2)c2ccccc12)N1CCN(c2ccc(F)cc2)CC1	nt	nt	?	4.6	-21.3%	nt	nt	nt	-22.7%
COc1cc(C(O)c2nc(-c3ccc4ccccc4c3)cs2)ccc1F (stereo not drawn)	nt	nt	?	-7.7	12.2%	?	23.1µM*	-16.8	-24.2%
Cc1ccc(C)c(-c2nn(CC(=O)Nc3cc(F)ccc3F)c(=O)c3c2CCCC3)c1	nt	nt	-31.2%	5.8	-3.7%	nt	nt	nt	3.0%
COC(=O)C1=C(C)N(C)C(C)=C(C(=O)OC)C1c1ccccn1	-4.3%	1.3%	-6.3%	-6.1	-17.8%	11.8%	10.7%	-3.3	-0.6%
CC(NC(=O)CN1CCOCC1)c1ccccc1 (stereo not drawn)	?	-1.6%	19.6%	0.9	3.4%	0.5%	10.5%	15.1	3.1%
COc1ccc([C@H]2N[C@]3(CCCN(Cc4ccco4)C3=O)[C@H]3C(=O)N(Cc4ccccc4)C(=O)[C@@H]23)cc1	nt	nt	29.4%	4.9	-7.8%	2.0%	10.7%	-14.5	28.6%
COc1cc(OC)c(/C=N/n2c(C3CCCCC3)n[nH]c2=S)c(OC)c1	-7.3%	-15.1%	25.8%	-5.3	-4.2%	-4.2%	12.9%	-12.0	-2.7%
CC1=C(C(N)=O)C(c2sccc2C)n2nnnc2N1 (stereo not drawn)	-1.3%	1.9%	3.6%	0.0	-5.0%	12.9%	13.9%	-5.1	-7.2%
COc1ccccc1/C=C/C=N/NC(=O)c1ccccn1	-1.6%	-0.8%	6.6%	-6.0	-5.0%	28.9%	?	-8.6	0.2%
CCN(CC)CCN1C(=O)c2ccccc2NC1c1ccc(F)cc1 (stereo not drawn)	-3.2%	0.1%	0.0%	1.1	25.0%	-3.6%	-7.6%	0.7	1.5%
CN=C(Nc1cc(C)nn1-c1ccccc1)c1ccc(F)cc1	-9.3%	-9.3%	2.7%	4.1	-12.5%	13.4%	?	0.3	-3.1%
S=C1SCN(CCc2ccccc2)CN1CCc1ccccc1	nt	nt	6.3%	13.5	?	-16.6%	-5.7%	-0.6	?
Cc1ccc(-c2cn3c(n2)CCCC3)cc1	-1.4%	1.8%	-2.4%	-0.1	?	-3.9%	-3.6%	-3.5	-3.1%
CCOc1ccc(C(=O)OCC(=O)N2CC(C)OC(C)C2)cc1OCC (stereo not drawn)	-16.5%	5.2%	0.0%	2.8	-18.8%	6.3%	14.2%	1.7	-7.7%
CC(OC(=O)C1CCCC1)C(=O)Nc1ccc(S(N)(=O)=O)cc1 (stereo not drawn)	-0.1%	3.2%	-1.2%	-2.7	-0.1%	5.5%	6.9%	5.7	0.3%
O=C(COC(=O)Cn1[nH]c(=O)c2ccccc2c1=O)Nc1c(Cl)cccc1C(F)(F)F	0.2%	2.1%	46.5%	3.6	14.6%	-0.9%	12.6%	3.9	9.0%
Cc1ccccc1-n1nnnc1SC(C)C(=O)NC1CCCc2ccccc21 (stereo not drawn)	?	-2.6%	3.66µM*	2.3	1.7%	1.4%	-0.4%	-30.0	0.5%
COc1ccc(OC)c(NC(=O)CCN2CCCCCC2)c1	9.9%	2.2%	-17.1%	1.5	-10.1%	16.2%	0.9%	9.5	-1.0%
C=CCn1c(COc2ccc(F)cc2)nnc1SCC(=O)N1CC(=O)Nc2ccccc21	-3.9%	-0.9%	8.9%	15.1	-1.1%	8.1%	1.2%	0.5	6.8%
Cc1ccccc1NC(=O)CCc1c(C)nc2c(c1C)c(=O)n(C)c(=O)n2C	nt	nt	0.0%	-4.6	2.4%	nt	nt	nt	10.8%
O=C(/C=C/c1ccc(Cl)cc1)Nc1ccc(S(=O)(=O)Nc2ncccn2)cc1	10.5%	-1.5%	23.9%	2.3	-0.8%	-1.3%	1.7%	36.0	-0.4%
CC(=O)NCCn1ccc2ccccc21	-6.5%	0.1%	-5.9%	4.5	12.4%	0.2%[9.24 µM]	4.8%	17.4	17.7%
COC(=O)c1c(N)sc(C(=O)NCCc2ccccc2)c1C	0.8%	9.5%	?	8.1	-9.2%	-17.1%	-15.5%	39.9	-24.1%
CCC(CC)C(=O)N1CCc2cc(OC)c(OC)cc2C1COc1ccc(F)cc1 (stereo not drawn)	nt	nt	-17.0%	5.1	-5.6%	nt	nt	nt	15.8%
Oc1ccc(C2=NNC(c3ccc(O)cc3)=NN2)cc1	-8.4%	-6.9%	0.0%	-13.5	4.3%	11.0%	16.9%	5.6	8.0%
CCCCCCCCCCCCN1[C@@H](CC(=O)OC)c2cc(F)ccc2S1(=O)=O	-6.2%	4.8%	12.6%&-10.8%	9.3	5.6%	7.2%	?	14.7	6.8%&-22.5%
O=C(O)c1ccc(CSc2nnc(SCc3ccccc3)s2)cc1	-10.7%	0.3%	12.0%	4.5	3.1%	10.1%	9.2%	24.1	3.6%
